Assay outcomes (PubChem)
Jurkat NFkB inh: inhibitors of the PMA/ionomycin-induced NF-kB reporter in Jurkat cells. PMA/ionomycin-induced NF-kB luciferase reporter, luminescence. inhibition, % at 4 µM. AID 435003. 330,000 tested, 0.53% active; in the data active means inhibition above about 50%
697 NFkB inh: inhibitors of the PMA/ionomycin-induced NF-kB reporter in 697 B cells; 697 B-cell NF-kB luciferase reporter, 16 h; 330,000 tested, 0.33% active; inhibition, % at 4 µM; AID 435022; in the data active means inhibition above about 35%
XBP1 UPR activ: adaptive UPR (XBP1) activation | 330,000 tested, 0.33% active | CHO-XBP1 luciferase reporter, IRE1-XBP1 UPR activation, luminescence; percent of tunicamycin response, DMSO as zero | activation, % at 20 µM;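 active means versus positive control, 20 µM dose yields 30% or more activation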;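 further: 100% = tunicamycin at 10 µg/mL and 0% = DMSO only wells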
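Material: CHO-XBP1 cells stably carrying IRE1-XBP1-driven luciferase reporter / Amount: 1000 cells per well / Compound: 20 µM, 1% DMSO / Times: 6 h treatment, 37 °C / Detection: luciferase luminescence / Measure: % activation of reporter signal versus tunicamycin and DMSO controls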
UPR CHOP act: apoptotic UPR (CHOP) activation. activation, % at 10 µM. CHO-CHOP luciferase reporter, luminescence; percent of tunicamycin response over DMSO baseline. 330,000 tested, 0.34% active;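 active means at 10 µM dose, activation of 40% or more, normalized to positive control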;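 further: 100% = tunicamycin at 10 µg/mL and 0% = DMSO alone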
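measured by = luciferase luminescence | assay system = CHO-CHOP cells, stable luciferase reporter of PERK-eIF2a-CHOP signalling | amount = 500 reporter cells seeded per well | timing = 6 h compound exposure at 37 °C after overnight seeding | controls = positive tunicamycin 10 µg/mL, negative DMSO alone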
Mdm2 MdmX PPI: disrupts the human Mdm2-MdmX interaction; SaOS-2 split-luciferase Mdm2/MdmX complementation, luminescence; AID 485346; 330,000 tested, 3% active; inhibition, % at 8 µM;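 active means inhibition of at least 50% at 8 µM in the primary screen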
Target sequence (O15151 whole entry, looked up): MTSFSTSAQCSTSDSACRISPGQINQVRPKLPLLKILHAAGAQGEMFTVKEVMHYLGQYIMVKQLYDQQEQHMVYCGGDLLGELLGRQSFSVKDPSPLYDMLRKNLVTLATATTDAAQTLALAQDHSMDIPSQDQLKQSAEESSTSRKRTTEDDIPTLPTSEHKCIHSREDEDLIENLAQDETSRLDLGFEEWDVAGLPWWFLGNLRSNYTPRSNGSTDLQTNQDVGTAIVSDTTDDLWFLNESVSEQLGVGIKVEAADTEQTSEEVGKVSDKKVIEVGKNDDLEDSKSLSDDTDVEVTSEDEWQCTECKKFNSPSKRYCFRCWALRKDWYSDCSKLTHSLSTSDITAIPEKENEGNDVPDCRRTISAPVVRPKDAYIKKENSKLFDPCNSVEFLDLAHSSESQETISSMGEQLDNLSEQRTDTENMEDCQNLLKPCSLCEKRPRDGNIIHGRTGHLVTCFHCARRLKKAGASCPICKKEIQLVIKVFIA
Target sequence (Q00987 whole entry, looked up): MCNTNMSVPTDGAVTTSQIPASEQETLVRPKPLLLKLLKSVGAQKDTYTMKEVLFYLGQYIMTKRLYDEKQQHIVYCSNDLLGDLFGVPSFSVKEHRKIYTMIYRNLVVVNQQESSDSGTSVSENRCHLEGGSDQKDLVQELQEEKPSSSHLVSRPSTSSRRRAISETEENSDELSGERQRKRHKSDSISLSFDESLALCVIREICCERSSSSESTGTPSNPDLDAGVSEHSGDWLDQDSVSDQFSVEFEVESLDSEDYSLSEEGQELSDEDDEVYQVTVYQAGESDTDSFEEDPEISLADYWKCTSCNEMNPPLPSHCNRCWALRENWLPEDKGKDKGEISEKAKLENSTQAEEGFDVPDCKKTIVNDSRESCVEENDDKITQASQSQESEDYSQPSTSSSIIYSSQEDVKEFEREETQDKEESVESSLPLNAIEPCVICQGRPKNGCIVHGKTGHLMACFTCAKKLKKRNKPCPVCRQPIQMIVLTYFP
APJ agonist: APJ receptor agonism; AID 2520; P35414; CHO-K1 APJ PathHunter beta-arrestin, luminescence; 0% DMSO wells, 100% apelin; 330,000 tested, 0.11% active; activation, % at 20 µM;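 active means activation more than six SD over the plate average, tested at 20 µM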;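 further: 0% = DMSO alone and 100% = apelin-13 at 10 nM; some results filed as inactive read as strong as hits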
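Material: engineered CHO-K1 APJ arrestin reporter cells; amount: 1000 CHO-K1 reporter cells seeded per well; incubation: compound stimulation 90 min at 25 °C, detection 60 min; signal: luminescent beta-gal fragment complementation, chemiluminescent substrate; read-out basis: APJ agonist activity; controls: DMSO-only wells as negative, 10 nM Apelin-13 as positive control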
tim23-1 inh: tim23-1 yeast growth inhibition; AID 463212; S. cerevisiae tim23-1 growth, BacTiter-Glo luminescence, 24 h; 330,000 tested, 1.3% active; inhibition, % at 20 µM;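 active means growth inhibition of the mutant yeast at or above 50%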;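 further: temperature-sensitive mutant grown at 25 °C; plate controls were DMSO-treated mutant yeast for no effect and medium wells lacking yeast for full effect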
APJ antagonist: APJ receptor antagonism | CHO-K1 APJ beta-arrestin complementation, luminescence | P35414 | 330,000 tested, 0.32% active | inhibition, % at 20 µM | AID 2521;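 active means inhibition above about 40% at 20 µM, limit read from the data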;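 further: cells challenged with 10 nM apelin-13 agonist together with compound; plate controls were apelin-13 plus DMSO wells for no effect and DMSO wells lacking apelin-13 for full effect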
An asterisk follows results filed as active.

#	mol	Jurkat NFkB inh	697 NFkB inh	XBP1 UPR activ	UPR CHOP act	Mdm2 MdmX PPI	APJ agonist	tim23-1 inh	APJ antagonist
1	CCOC(=O)C1(CCCc2ccccc2)CCN(C(=O)C(C)n2cncn2)CC1 (centres undefined)	3	-1	1	-0.5	3	-1	14	16
2	COc1ccc2c(=O)c3c(=O)n(Cc4ccco4)c(C(C)C)nc3oc2c1	-18	-12	2	-0.1	3	-5	11	-31
3	CCCCN(CCCC)CCCNC(=O)Cn1cc2c(n1)-c1c(oc(C(=O)N3CCCC3)c1C)CC2	5	7	-1	-2.7	26	-3	5	-8
4	O=C(CC1S/C(=N/N=C/c2cccs2)NC1=O)Nc1ccc(Cl)cc1 (centres undefined)	2	15	9	-0.2	34	-1	-5	-3
5	CCOc1ccccc1C(=O)NCCCn1ccnc1	-10	3	0	0.1	29	-2	-4	-1
6	CS(=O)(=O)Cc1ccc(C(=O)N(CCc2ccccc2)Cc2ccccc2)cc1	-4	6	-3	1.5	22	7	5	1
7	O=C1COc2ccc(C(=O)/C=C/c3ccccc3)cc2N1	-20	-25	14	19	39	-1	-34	16
8	COc1ccc(O)c(CN2CCN(CCc3ccccc3)C(CCO)C2)c1 (centres undefined)	-2	-3	-3	0.5	-3	-3	-6	2
9	Cc1ccc(OCCOc2ccc(Br)cc2)c([N+](=O)[O-])n1	-81	-77	-4	8.6	-201	-3	39	1
10	CC(NC(=O)Nc1ccc(Br)cc1)C(C)(C)C (centres undefined)	-36	-10	0	0.9	13	-3	5	-1
11	CCCc1cc(=O)oc2cc(C)cc(OC(C)C(=O)NCc3cccnc3)c12 (centres undefined)	-10	8	-3	0.9	21	0	-4	6
12	CC1Cn2c(nnc2-c2cc3ccccc3cc2O)S1 (centres undefined)	5	12	-1	-0.5	20	-1	13	13
13	CCCCn1c(SCc2cccnc2)nc2c1c(=O)n(C)c(=O)n2C	0	8	3	-1.4	2	1	12	5
14	COc1ccc(S(=O)(=O)N2CCCCCC2)cc1N(C)S(=O)(=O)c1ccc(Cl)cc1	9	5	-7	0.0	19	-2	20	6
15	Cn1ccnc1SCC(=O)Nc1ccc2c(c1)OCCO2	-76	-67	-6	-2.2	4	-3	7	-6
16	Cc1cccn2c(CNCCc3ccco3)c(C(=O)N3CCOCC3)nc12	0	-29	-2	0.4	-14	-1	10	-32
17	COc1ccc(CCN2CC(C(=O)NCCc3ccccc3C)CCC2=O)cc1 (centres undefined)	-19	13	-8	1.7	-18	-4	18	-16
18	COc1cc(C)c(S(=O)(=O)NCc2cccs2)cc1C	4	8	-5	-2.2	8	-2	20	1
19	COC(=O)c1cc(NC(=O)CC2NCCNC2=O)cc(C(=O)OC)c1 (centres undefined)	11	9	-2	-0.4	13	-4	16	2
20	CCN(CC)S(=O)(=O)c1ccc(NC(=O)CSc2nnc(-c3cccc(OC)c3)n2C)cc1	9	5	0	-0.8	-3	0	-10	17
21	Cc1ccc(CS(=O)(=O)Cc2ccc(C(=O)NCCc3ccccc3)o2)cc1	-6	-6	-9	-1.6	19	-3	-5	10
22	COc1ccc(NC(=O)C(C)SCc2ccccc2)cc1OC (centres undefined)	1	-26	1	-0.4	14	-1	18	4
23	Cc1nc2ccc(C(=O)O)cc2nc1C	0	7	0	-0.6	0	-2	2	1
24	COc1ccccc1OCC(=O)Nc1ccc(CSc2ccccc2)cc1C	-17	-26	0	0.0	-1	-6	-13	4
25	O=C(Nc1nccs1)c1ccc2c(=O)n3c(nc2c1)CCCCC3	-53	-47	-3	4.3	-95	4	52*	-27
26	Cc1ccc(S(=O)(=O)N(C)CCCC(=O)N2CCOCC2)cc1	-3	13	-1	-0.2	4	-3	8	6
27	O=C(O)CCCNC(=O)Nc1ccccc1	-8	4	2	2.2	-14	-3	-12	-63
28	COCCOc1nc2ccccc2nc1C	3	6	0	2.5	-32	2	16	15
29	O=C(c1ccco1)N1CCN(c2ncnc3c(-c4ccc(Cl)cc4)nsc23)CC1	-22	-64	-9	-0.8	27	1	3	3
30	CC(=O)N(CC1CCCO1)c1nnc(-c2cnccn2)s1 (centres undefined)	2	3	0	3.0	-9	-4	9	14

2 of the compounds above, with each value named.
#22 COc1ccc(NC(=O)C(C)SCc2ccccc2)cc1OC (centres undefined)
  Jurkat NFkB inh: 1	697 NFkB inh: -26	XBP1 UPR activ: 1	UPR CHOP act: -0.4	Mdm2 MdmX PPI: 14	APJ agonist: -1	tim23-1 inh: 18	APJ antagonist: 4
#15 Cn1ccnc1SCC(=O)Nc1ccc2c(c1)OCCO2
  Jurkat NFkB inh: -76	697 NFkB inh: -67	XBP1 UPR activ: -6	UPR CHOP act: -2.2	Mdm2 MdmX PPI: 4	APJ agonist: -3	tim23-1 inh: 7	APJ antagonist: -6

5 compounds drawn at random from the list so far, as already listed:
#	mol	Jurkat NFkB inh	697 NFkB inh	XBP1 UPR activ	UPR CHOP act	Mdm2 MdmX PPI	APJ agonist	tim23-1 inh	APJ antagonist
24	COc1ccccc1OCC(=O)Nc1ccc(CSc2ccccc2)cc1C	-17	-26	0	0.0	-1	-6	-13	4
17	COc1ccc(CCN2CC(C(=O)NCCc3ccccc3C)CCC2=O)cc1 (centres undefined)	-19	13	-8	1.7	-18	-4	18	-16
9	Cc1ccc(OCCOc2ccc(Br)cc2)c([N+](=O)[O-])n1	-81	-77	-4	8.6	-201	-3	39	1
12	CC1Cn2c(nnc2-c2cc3ccccc3cc2O)S1 (centres undefined)	5	12	-1	-0.5	20	-1	13	13
21	Cc1ccc(CS(=O)(=O)Cc2ccc(C(=O)NCCc3ccccc3)o2)cc1	-6	-6	-9	-1.6	19	-3	-5	10

Two compounds from above, reduced to Jurkat NFkB inh and APJ agonist.
no. | Molecule | Jurkat NFkB inh | APJ agonist
13 | CCCCn1c(SCc2cccnc2)nc2c1c(=O)n(C)c(=O)n2C | 0 | 1
19 | COC(=O)c1cc(NC(=O)CC2NCCNC2=O)cc(C(=O)OC)c1 (centres undefined) | 11 | -4

Values by screen from the entries so far:
tim23-1 inh, entries 22–27: 18, 2, -13, 52*, 8, -12

Remaining list, next part
#	mol	Jurkat NFkB inh	697 NFkB inh	XBP1 UPR activ	UPR CHOP act	Mdm2 MdmX PPI	APJ agonist	tim23-1 inh	APJ antagonist
31	Cc1cccc(OCCCSc2nc3ccc(C)cc3[nH]2)c1	-6	-15	0	0.0	7	-3	-18	10
32	CCOC(=O)c1cc(C(=O)OCC)c(=O)[nH]c1N1CCCCC1	0	-3	1	-0.6	23	0	5	1
33	O=C(Cc1ncc(C(F)(F)F)cc1Cl)NCCc1ccccn1	11	17	0	0.7	-7	0	0	11
34	COc1ccc2c(c1)NC(c1ccc(N(C)C)cc1)c1cccn1-2 (centres undefined)	-6	-15	7	5.6	26	1	56*	-5
35	Cc1nc2ccccn2c1-c1csc(Nc2cccc(C(=O)O)c2)n1	-9	14	-4	0.2	-19	-3	10	11
36	CC(=O)OC1COC(n2ccc3ccccc32)C(OC(C)=O)C1OC(C)=O (centres undefined)	8	-2	-1	-2.4	-27	0	11	7
37	CCOC(=O)Cn1cnc2scc(-c3ccc(C)cc3)c2c1=O	-2	8	0	-0.6	45	0	15	16
38	CCOC(=O)c1c(CC(C)C)csc1NC(=O)C(C)C	-9	-13	-3	1.2	13	-1	12	10
39	CCOc1c(C)cc(S(=O)(=O)NCc2ccccn2)c(C)c1C	-4	-6	-5	1.5	2	-4	17	-6
40	CCN1C(=O)[C@H]2[C@@H](c3ccc(-c4ccc(Cl)c(Cl)c4)cc3)N3CCCC[C@@]3(C(=O)OC)[C@H]2C1=O	1	-1	-1	0.4	66*	4	-3	12
41	CC(=O)c1cccc(NC(=O)N2CCOCC2)c1	6	3	-6	1.5	11	-4	-6	6
42	Cc1cc(C(=O)N(CCC#N)Cc2cccs2)no1	3	11	-5	-1.5	-15	-4	11	7
43	CCCCNc1nc(N(C)c2ccccc2)nc(-n2ccnc2)n1	-5	-59	11	2.5	-2	-2	-35	-6
44	O=C1C=C(c2ccc3c(c2)OCO3)C[C@@H](c2ccc(F)cc2)C1	-7	7	-1	0.3	6	-3	21	3
45	Cc1c(NC(=O)CSc2nncn2-c2ccccc2)c(=O)n(-c2ccccc2)n1C	-11	-4	1	1.3	-14	1	3	8
46	CCN1C(=O)/C(=C/c2cc(C)n(C)c2C)SC1=Nc1ccc(OC)cc1	13	0	10	-1.1	26	-6	15	0
47	CCC(C(=O)NC1CCCCCC1)c1ccccc1 (centres undefined)	3	27	-1	0.0	-39	-4	6	2
48	COc1cc(C(=O)Nc2nnc(CC(=O)N3CCOCC3)s2)cc(OC)c1OC	-2	15	-4	-1.6	-13	-5	6	-11
49	CC(=O)Nc1ccc(NC(=O)CSc2nc(N)c(NC(=O)c3ccco3)c(=O)[nH]2)cc1	-2	2	-2	-0.1	21	-6	5	-56
50	CCCSC1=N/C(=C/c2ccsc2)C(=O)N1c1ccccc1	-23	-31	1	1.1	-21	0	31	10
51	Nc1ncc(N=Nc2cc(C(=O)O)ccc2Cl)s1	-5	5	-1	0.6	47	-5	24	15
52	O=C(/C=C/c1ccccc1O)c1ccco1	-8	5	17	8.1	10	-4	52*	8
53	O=C(CCc1ccccc1)Nc1ccncc1	1	5	5	-0.5	6	0	11	1
54	Cc1ccc(Nc2c(-c3ccc(C)o3)nc3ncccn23)cc1	-24	-2	-3	1.8	-27	-1	19	-6
55	O=C(/C=C/c1cccc(Cl)c1)N1CCC(Cc2ccccc2)CC1	-9	18	-2	0.3	-26	-2	20	-2
56	CC(=O)N1CCN(c2ccc(NC(=O)C(c3ccccc3)c3ccccc3)cc2)CC1	-3	-2	-3	2.0	11	-1	13	26
57	N#CCCN1CCN(C(CNS(=O)(=O)c2ccc(Cl)cc2)c2ccccc2)CC1 (centres undefined)	-10	6	-2	4.7	7	-3	28	3
